NCOA3 inh = SRC3 coactivator transcriptional activity inhibitors, primary screen, cell-based, luminescence; Nuclear receptor coactivator 3 (Homo sapiens), Q9Y6Q9; HEK293 GAL4-SRC3 luciferase reporter; inhibition, % at 3.6 µM; hit rate 0.17% among 360,000;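 active means inhibition above a per-campaign cutoff, the mean of all compounds plus 3 SD, cut at about 60% in these data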;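 further: 0% = DMSO-treated cells and 100% = gossypol-treated cells at 36 µM; higher means less SRC3-driven luciferase light from the GAL4 reporter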
TWEAK-Fn14 inh = inhibitors of TWEAK-Fn14 signaling, primary screen, luciferase reporter cells, uHTS; AID 1159606, 2016; TWEAK-stimulated Fn14 reporter cells, luciferase luminescence, 8 h; hit rate 2% among 360,000; inhibition, % at 10 µM; in the data active means inhibition above about 50%
TROY signal inh = inhibitors of TROY-driven NF-kB signaling, primary screen, Q293 LMP1-TROYcd cells, NF-kB luciferase, uHTS; Q293 LMP1-TROYcd NF-kB luciferase reporter, 4 h; inhibition, % at 10 µM; hit rate 0.98% among 360,000;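 active means compounds whose plate-normalised and pattern-corrected inhibition of the luciferase reporter signal at the single screening dose is 50% or more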
EBV LMP1 NFkB = EBV LMP1-driven NF-kappaB luciferase reporter inhibitors, primary screen, cell-based, luminescence, single point | LMP1-induced NF-kappaB luciferase reporter cells | inhibition, % at 12.5 µM | hit rate 0.69% among 350,000 | AID 504558, 2011; in the data active means inhibition above about 41%;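 further: 0% = neutral control wells and 100% = reference inhibitor control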
NR2F2 inh = NR2F2 transcriptional activity inhibitors, primary screen, cell-based, luciferase reporter, HEK293T, luminescence. HEK293T NGFI-A luciferase reporter. inhibition, % at 8.6 µM. hit rate 0.7% among 370,000. COUP transcription factor 2 (Homo sapiens), P24468. AID 686940, 2013;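 active means inhibition above a per-plate cutoff, mean inhibition of test wells between control levels plus 3 SD, cut at about 38% in these data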;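 further: cells cotransfected with COUP-TFII expression vector driving the NGFI-A reporter; 0% = median of COUP-TF2 test wells and 100% = reporter-only cells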
Target sequence (P24468 whole entry, looked up): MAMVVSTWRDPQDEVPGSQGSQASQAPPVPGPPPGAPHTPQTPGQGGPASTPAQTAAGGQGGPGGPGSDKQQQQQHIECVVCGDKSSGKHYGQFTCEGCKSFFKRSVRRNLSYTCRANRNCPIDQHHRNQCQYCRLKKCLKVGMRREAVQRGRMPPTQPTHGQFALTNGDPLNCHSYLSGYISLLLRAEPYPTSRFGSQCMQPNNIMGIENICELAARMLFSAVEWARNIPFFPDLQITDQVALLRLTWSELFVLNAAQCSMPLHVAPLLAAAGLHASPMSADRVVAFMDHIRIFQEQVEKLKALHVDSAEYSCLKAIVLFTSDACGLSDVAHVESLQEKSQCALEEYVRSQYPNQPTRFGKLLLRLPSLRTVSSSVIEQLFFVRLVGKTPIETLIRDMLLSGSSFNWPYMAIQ
NCOA1 inh = SRC1 coactivator transcriptional activity inhibitors, primary screen, cell-based, luminescence. HEK293 GAL4-SRC1 luciferase reporter. inhibition, % at 3.6 µM. hit rate 0.12% among 360,000. AID 588354, 2011;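 active means inhibition above the campaign mean plus 3 SD, with each screening campaign given its own cutoff, cut at about 60% in these data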;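 further: 0% = DMSO treated cells and 100% = gossypol at 36 µM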
C8 TRAIL sens = viability loss with TRAIL in NB7+C8 cells, primary screen, TRAIL sensitizer project, cell-based, ATPlite luminescence; inhibition (viability loss, TRAIL sensitization), % at 10 µM; hit rate 1% among 360,000;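 active means compounds causing at least 50% loss of cell viability in the single-dose screen, relative to plate controls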
KKLEB tox = cytotoxicity in KKLEB CF airway cells, primary screen, cytotoxicity control for CF NF-kB inhibitor project, cell-based, uHTS, fluorescence assay plates; KKLEB CF airway cells viability, ATPlite luminescence, overnight; active compounds read low; cells stimulated with P. aeruginosa culture filtrate; AID 602141, 2011; activity change (cytotoxicity), % at 5 µM; hit rate 0.36% among 360,000;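 active means corrected activity change at or below -50% at 5 µM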
NR5A2 inv ag = LRH-1 (NR5A2) inverse agonists, primary screen, cell-based, luminescence, HEK293T, StAR-luciferase reporter | LRH-1 transfected, 24 h | inhibition, % at 3.6 µM | hit rate 0.13% among 360,000 | AID 602396, 2012;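 active means inhibition above the mean inhibition of all tested compounds plus 3 SD, cut at about 73% in these data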;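 further: 0% = DMSO wells and 100% = reporter-only cells lacking LRH-1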
Target sequence (O00482 whole entry, looked up): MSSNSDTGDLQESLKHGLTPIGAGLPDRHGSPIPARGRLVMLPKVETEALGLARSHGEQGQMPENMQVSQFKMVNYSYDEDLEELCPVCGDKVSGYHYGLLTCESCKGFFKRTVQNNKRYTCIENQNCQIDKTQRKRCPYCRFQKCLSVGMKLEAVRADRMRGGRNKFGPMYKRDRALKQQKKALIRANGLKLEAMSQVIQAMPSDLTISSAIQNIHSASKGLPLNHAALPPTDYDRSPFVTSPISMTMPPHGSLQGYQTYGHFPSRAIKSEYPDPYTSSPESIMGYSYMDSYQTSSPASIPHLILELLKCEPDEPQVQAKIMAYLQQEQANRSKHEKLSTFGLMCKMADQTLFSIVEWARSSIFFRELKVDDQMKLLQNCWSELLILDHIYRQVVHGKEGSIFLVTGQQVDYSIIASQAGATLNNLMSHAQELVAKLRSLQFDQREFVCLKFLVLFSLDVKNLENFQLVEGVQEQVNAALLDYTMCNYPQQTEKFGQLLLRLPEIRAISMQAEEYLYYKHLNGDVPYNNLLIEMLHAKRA
Shn3 inh set2 = reduction of Shn3 3'UTR firefly luciferase signal, primary screen, Schnurri-3 inhibitor project, cell-based, Clone20 osteoblasts, set 2. Clone20 osteoblast Shn3 3'UTR firefly luciferase, 24 h. inhibition, % at 12.5 µM. hit rate 0.52% among 360,000;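 active means mean inhibition of at least 75% with every replicate also reaching 75%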;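 further: 0% = median of neutral control wells and 100% = pilot-screen positive control compound; some compounds past the cut are filed as inactive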
CF NFkB inh = inhibitors of PAF-induced NF-kB signaling, primary screen, cell-based, GFP fluorescence, uHTS; KKLEB NF-kB-GFP reporter, GFP fluorescence overnight; inhibition, % at 5 µM; hit rate 0.86% among 360,000; AID 588850, 2011;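 active means at least 50% inhibition at 5 µM, scaled per plate between neutral and stimulator controls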;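 further: PAF is a Pseudomonas aeruginosa culture filtrate used as stimulus; plate controls were PAF-stimulated DMSO wells for no effect and unstimulated DMSO wells for full effect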
* hit, by the source's call; . = no result given. Some of the compounds tested (hit frequency here may not be typical).

SMILES	NCOA3 inh	TWEAK-Fn14 inh	TROY signal inh	EBV LMP1 NFkB	NR2F2 inh	NCOA1 inh	C8 TRAIL sens	KKLEB tox	NR5A2 inv ag	Shn3 inh set2	CF NFkB inh
O=C(CN(Cc1ccco1)C(=O)CNS(=O)(=O)c1ccc(Cl)cc1)NCc1ccc(F)cc1	9.2	5.8	11.6	2.5	5.5	0.0	-0.4	0.0	7.0	11.8	11.7
O=C1C2CC=CCC2C(=O)N1c1ccc(N2CCN(c3ccccn3)CC2)c([N+](=O)[O-])c1 (stereo not drawn)	5.4	19.3	23.9	-0.2	19.1	-5.1	1.4	0.3	-1.8	8.5	7.8
Cc1cc(C)nc(Sc2c(F)c(F)c(C(F)(F)F)c(F)c2F)n1	-2.6	-0.5	-14.5	-2.4	3.6	1.6	-7.1	-4.5	5.0	-15.0	10.1
CCOC(=O)c1ccc2c(c1)C1C=CCC1C(C(=O)OCC)N2 (stereo not drawn)	-9.4	17.1	3.4	-0.7	-3.2	-16.3	-2.2	-12.1	5.1	-2.7	4.3
C[C@H](CO)N1C[C@H](C)[C@@H](CN(C)C(=O)Nc2ccc(C(F)(F)F)cc2)Oc2c(NC(=O)CCC(F)(F)F)cccc2C1=O	2.7	-2.7	5.9	2.1	3.5	-27.8	5.0	3.7	3.5	13.5	5.5
COc1cc(C(=S)N2CCOCC2)ccc1OC(=O)c1ccccc1	15.2	-8.7	13.1	16.1	0.6	-58.9	-8.1	13.8	6.3	0.5	-27.8
COC(=O)C1C2C=CC3(CN(CC4CCCO4)C(=O)C13)O2 (stereo not drawn)	-1.5	7.3	-12.2	1.3	4.8	1.6	9.8	6.4	-14.3	-7.7	-12.3
S=C(NCCN1CCOCC1)Nc1ccc(Cl)cc1	1.2	1.6	7.1	-9.1	-8.7	1.7	-2.4	-7.5	-0.5	3.0	-14.5
Cc1ccccc1N1CCN(Cc2c[nH]c3ccccc23)CC1	-1.5	3.2	14.2	3.4	-24.6	3.5	11.7	-20.0	27.7	12.3	18.2
CSc1nc2ccccc2n1CC(=O)Nc1c(C)cccc1C	9.4	24.1	5.2	2.6	-0.7	8.8	-0.3	-8.4	-11.6	-6.2	18.1
O=C(CNC(=O)c1ccc2c(c1)S(=O)(=O)N=C1CCCCCN12)Nc1ccc(F)c(F)c1	-2.6	-5.7	-3.8	-2.4	-11.6	-7.3	-7.5	16.8	-19.1	-8.5	-5.8
O=C(c1ccc(S(=O)(=O)N2CCCCC2)cc1)N1CCc2ccccc2C1	19.4	35.9	-15.4	21.0	-0.1	4.3	-5.4	-6.5	18.5	-2.5	-6.3
O=C(O)C1C2CCC(CC2)C1C(=O)N1CCN(Cc2ccc(F)cc2)CC1 (stereo not drawn)	-2.0	-2.6	27.1	-2.7	15.5	1.4	-7.1	5.7	-19.9	-8.6	-21.9
COc1ccc(NC(=O)Nc2ccccc2C(N)=O)cc1OC	-16.5	-3.3	-41.7	-10.4	-3.8	-0.6	-0.6	-4.4	4.8	-18.7	-1.8
O=C(O)c1cccnc1-c1ncccc1C(=O)O	-9.2	-4.7	-19.3	-0.7	2.6	-13.1	-10.3	-0.7	-3.2	1.0	-0.1
Cc1cc2nc3n(c2cc1C)CC1CC(C(=O)NCCc2cccs2)N(C)C31 (stereo not drawn)	8.9	-5.9	10.3	-3.1	-2.9	-7.3	-9.3	-9.2	5.3	-18.3	-18.8
COc1ccc(CNC(=O)C2CC=CCC2C(=O)O)cc1OC (stereo not drawn)	16.3	8.8	1.5	-9.3	-27.9	-9.7	0.8	6.5	3.9	8.7	7.0
Cc1ccc(CNCc2cc3c(C(C)(C)C)nn(-c4ccccc4)c3[nH]c2=O)cc1	4.5	5.7	6.5	-3.4	22.8	3.4	-27.0	-3.1	-2.4	20.0	-4.4
Cc1cc(Br)ccc1NC(=O)CNC(=O)Cc1ccc(S(=O)(=O)N2CCOCC2)s1	12.6	-12.1	-8.4	1.8	10.9	-14.9	7.8	16.1	4.4	10.8	-18.2
COc1cc(C2C3=C(COC3=O)OC(C)(C)Oc3cc4c(cc32)OCO4)cc(OC)c1OC (stereo not drawn)	13.9	-5.3	16.7	1.1	-74.3	-42.2	-2.5	-40.3	16.8	-0.5	64.2*
Cc1cccc(OCCCC(=O)NC2CCCCC2)c1	5.7	1.1	-7.0	2.9	12.0	3.9	-6.7	4.6	-12.2	5.9	-12.0
C=CC[C@H]1CC(C)=C[C@H](CC=C)N1C(=O)c1cc(COc2ccccc2SC)on1	-5.5	4.0	0.7	18.2	19.6	16.8	11.5	-0.5	25.1	24.2	-4.7
Cn1cnc([N+](=O)[O-])c1S(=O)(=O)Oc1ccc(Cl)cc1	0.7	15.4	47.5	-17.5	12.0	-19.8	18.9	-97.5*	28.5	93.5*	94.1*
COc1ccc(NC(=O)CSc2nc(N)c(NC(=O)c3ccccc3F)c(=O)[nH]2)cc1	-5.1	25.4	-3.2	-5.5	6.0	-5.0	0.6	-7.3	-18.2	4.2	-15.4
CCOC(=O)N1CCC(NC(=O)c2ccc3c(c2)N(Cc2ccccc2)CCS3)CC1	-9.2	2.7	14.0	10.2	12.6	-11.6	-6.1	-9.0	17.2	17.7	12.1
O=C(Nc1ccc(-c2csc(-c3ccccc3)n2)cc1)c1ccccc1	6.1	2.9	-18.0	-13.9	-8.4	3.6	15.3	0.2	0.8	39.1	-5.7
O=C(Nc1ccccc1N1CCOCC1)c1cc(F)cc(F)c1	13.5	-17.2	-12.6	-2.1	6.8	-8.1	2.2	10.4	7.3	5.1	-15.7
CCOc1ccc(C2OC34CCCCC3C(C#N)(C#N)C2(C#N)C(=N)O4)cc1OC (stereo not drawn)	-16.3	-0.7	11.3	-5.9	.	7.7	5.1	9.2	-2.2	1.5	-8.6
Cc1c(NC(=O)CC(=O)Nc2c(C)n(C)n(-c3ccccc3)c2=O)c(=O)n(-c2ccccc2)n1C	-9.1	-7.8	6.5	-4.0	-4.4	-6.8	-6.0	-3.4	13.3	33.2	4.8
CCOc1ccc(N/C=C/C(=O)c2ccc(C)cc2)c([N+](=O)[O-])c1	-41.8	-19.6	-62.1	-34.8	1.4	-59.9	25.4	-6.6	-66.5	-54.7	-8.5
Cc1cccc(NC(=O)C2c3ccccc3Oc3ccccc32)n1	19.8	-7.8	-26.3	15.8	-2.4	0.1	17.1	8.0	-8.7	5.4	-12.4
CCCC(=O)Nc1cccc(NC(=S)NC(=O)C(C)Oc2ccc(Cl)cc2Cl)c1 (stereo not drawn)	-13.6	-3.9	19.4	6.7	-1.1	-5.6	-17.1	-9.9	-1.4	-10.2	-8.1
Cc1ccc(-c2[nH]ncc2/C=N/n2c(COc3ccccc3)nc3ccccc3c2=O)cc1	16.5	37.4	26.6	9.4	-8.3	10.8	22.1	-18.4	-14.9	-2.2	37.9
Cc1ccc(CCNC(=O)C2CCCN2S(=O)(=O)c2ccc3c(c2)CCC(=O)N3)cc1 (stereo not drawn)	7.5	20.1	-18.1	-196.8	.	1.6	-1.0	27.3	-13.4	8.1	3.3
COc1ccc(-c2cccc(NS(=O)(=O)c3cc([N+](=O)[O-])ccc3C)c2)nn1	-6.1	-10.0	2.6	1.9	-28.0	5.4	-27.1	-4.4	3.3	12.3	3.0
CCN(CC(=O)NCc1cccs1)C(=O)/C=C/c1cccc(OC)c1OC	-9.5	4.2	-12.4	-4.6	15.2	2.9	-13.1	0.3	7.6	-2.0	-2.1
COc1ccc(C)cc1S(=O)(=O)N(C)CC(=O)Nc1ccc2c(c1)OCCO2	19.5	6.0	-5.3	1.5	18.7	-1.1	-8.9	-5.5	-35.9	18.4	-1.5
O=C(CCCNC(=O)/C(=C/c1ccc(Br)cc1)NC(=O)c1ccccc1)OCc1ccccc1	11.1	14.3	7.1	-6.3	7.2	-3.3	5.8	-3.3	5.6	7.7	15.2
COc1ccccc1NC(=O)c1ccc(NS(=O)(=O)c2ccc(F)c(F)c2F)cc1	-2.7	-7.5	7.7	9.0	-2.2	-7.5	0.8	-7.4	16.6	-7.2	29.3
Cc1[nH]c2ccccc2c1C(=O)C(C)OC(=O)c1ccc(NC(=O)CC#N)cc1 (stereo not drawn)	3.8	13.4	13.2	-5.3	4.0	-25.2	-13.5	0.0	-0.3	19.3	-3.6

Not a retest: an excerpt of the list.
SMILES	NCOA3 inh	TWEAK-Fn14 inh	TROY signal inh	EBV LMP1 NFkB	NR2F2 inh	NCOA1 inh	C8 TRAIL sens	KKLEB tox	NR5A2 inv ag	Shn3 inh set2	CF NFkB inh
O=C(CN(Cc1ccco1)C(=O)CNS(=O)(=O)c1ccc(Cl)cc1)NCc1ccc(F)cc1	9.2	5.8	11.6	2.5	5.5	0.0	-0.4	0.0	7.0	11.8	11.7
O=C1C2CC=CCC2C(=O)N1c1ccc(N2CCN(c3ccccn3)CC2)c([N+](=O)[O-])c1 (stereo not drawn)	5.4	19.3	23.9	-0.2	19.1	-5.1	1.4	0.3	-1.8	8.5	7.8

The listing continues:
SMILES	NCOA3 inh	TWEAK-Fn14 inh	TROY signal inh	EBV LMP1 NFkB	NR2F2 inh	NCOA1 inh	C8 TRAIL sens	KKLEB tox	NR5A2 inv ag	Shn3 inh set2	CF NFkB inh
CC(NC(=O)CSC1=NCCS1)c1ccccc1 (stereo not drawn)	4.9	7.9	11.9	4.2	-32.6	5.5	3.3	7.6	7.4	-4.1	3.9
O=C(O)c1ccc(S(=O)(=O)Nc2ccc3c(c2)OCCO3)cc1	1.6	19.6	28.9	3.8	4.2	-5.6	9.8	10.3	13.1	-8.1	-0.7
CC(C)c1onc(C(=O)NCc2ccc(F)cc2)c1[N+](=O)[O-]	20.1	17.4	9.2	-1.1	5.9	-11.2	0.6	13.3	5.8	0.3	-10.3
O=C(COC(=O)CNC(=O)c1ccc([N+](=O)[O-])o1)Nc1ncc(Cl)cc1Cl	-29.4	11.5	-13.4	-13.2	-12.8	-2.3	18.2	7.1	-11.0	-7.9	34.8
COCCn1nnnc1C(C(C)C)N(Cc1ccccc1)Cc1cc2cc(OC)ccc2[nH]c1=O (stereo not drawn)	-5.9	-10.9	8.2	5.2	2.0	0.3	-5.9	-1.0	5.1	.	-1.1
Cc1c(NC(=O)C2C3C=CC(C3)C2C(=O)O)c(=O)n(-c2ccccc2)n1C (stereo not drawn)	1.1	-8.2	2.5	-1.1	.	4.8	-28.6	-3.7	2.2	-15.2	-5.0
CC(C)[C@H](NS(=O)(=O)c1ccccc1)C(=O)Nc1nccs1	2.6	-15.7	-3.9	.	-13.1	10.9	-11.7	-1.8	11.4	-12.8	4.2
O=C(C1CC(c2ccc(F)cc2)=NO1)N1CCN(Cc2ccccc2)CC1 (stereo not drawn)	6.6	-3.6	7.5	3.7	8.5	-6.9	-18.2	13.1	15.3	-9.9	-9.9
